IP6K1 inhibitor: Primary qHTS assay for small molecule inhibitors of Inositol hexaphosphate kinase 1 (IP6K1); IP6K1 kinase, ADP-Glo luminescence, 2 h; stronger effect = lower value; Inositol hexakisphosphate kinase 1 (Homo sapiens), Q92551; 140,000 compounds, 0.81% hits; activity change, % (series mostly up to about 58 µM); in the data active = activity change below about -25%
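ADP-Glo luminescence measures ADP made by human IP6K1 during a 2 h RT reaction with ATP/IP6 (mix at 1.3 mM/130 uM); top library doses 57.5 and 19.1 uM final.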
HEK293 viab: GF-AFC viability counterscreen for inhibitors of alpha-synuclein gene (SNCA) expression; HEK-293-SNCA-luc viability, GF-AFC fluorescence, 24 h; Potency, µM (top dose mostly 57.1 µM), inactives show top-dose activity change, negative = cytotoxicity, most hits filed as cytotoxic; 150,000 compounds, 0.12% hits;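 note: potency is the fitted concentration of half-maximal effect; 0% = DMSO-treated cells and -100% = medium-only wells without cells; nearly all actives have a fitted effect of over 30% in size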
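Cytotoxicity counterscreen: after 24 h compound treatment of genome-edited SNCA-luciferase HEK-293 cells, live-cell protease substrate GF-AFC read by fluorescence after 30 min; activity scaled between DMSO (0%) and medium-only (-100%), curves Hill-fitted.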
NIH3T3 tox: Cytotoxic Profiling in NIH 3T3 Cell Line of Diverse Libraries Using Quantitative High-Throughput Screening. NIH 3T3 viability, CellTiter-Glo ATP luminescence, 48-72 h. Potency, µM (highest dose often 96.7 µM), for inactives: at the highest dose activity change, negative = cytotoxicity, hits mostly inhibitors. 94,000 compounds, 4.3% hits. AID 1345082, 2018; note: potency is the fitted concentration of half-maximal effect; nearly all actives have a fitted effect of over 55% in size
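Cytotoxicity was measured by CellTiter-Glo ATP luminescence after 48 or 72 h compound exposure at 37 °C. Mouse NIH 3T3 fibroblasts were seeded at 400 cells/well and dosed by 23 nL pin transfer.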
SNCA expr inhib: Primary qHTS assay for inhibitors of alpha-synuclein gene (SNCA) expression | HEK-293 SNCA-luciferase knock-in, luminescence, 24 h | Potency, µM (doses to about 57.2 µM), for the others: top-dose activity change, negative = inhibition, actives largely listed as inhibitors | 140,000 compounds, 0.17% hits | AID 1671194, 2021;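 note: potency is the fitted concentration of half-maximal effect; plate controls were DMSO cells for no effect and cell-free wells for full effect; nearly all actives have a fitted effect of over 45% in size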
HEK293 tox: Cytotoxic Profiling in HEK 293 Cell Line of Diverse Libraries Using Quantitative High-Throughput Screening; Potency, µM (top dose mostly 115 µM), without a hit: top-dose activity change, negative = cytotoxicity, usual class: inhibitors; HEK 293 viability, ATP luminescence (CellTiter-Glo), 48-72 h; 94,000 compounds, 6.6% hits; note: potency is the fitted concentration of half-maximal effect; nearly all actives have a fitted effect of over 60% in size
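Cytotoxicity was scored by loss of ATP-coupled luminescence (CellTiter-Glo) in HEK 293 cells. Compound treatment ran 48 or 72 hr at 37 degree Celsius, 5% CO2, 95% humidity.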
GPT2 inhibitor: Primary qHTS assay for inhibitors of Glutamate pyruvate transaminase 2 (GPT2); Potency, µM (titrated, usually from 57.7 µM), inactives show top-dose activity change, negative = inhibition, usual class: inhibitors; 100,000 compounds, 0.25% hits; Recombinant GPT2, coupled pyruvate oxidase/HRP Amplex Red fluorescence; note: potency is the fitted concentration of half-maximal effect; nearly all actives have a fitted effect of over 60% in size; many of its hits are not listed in these tables
Target sequence (Q8TD30 whole entry, looked up): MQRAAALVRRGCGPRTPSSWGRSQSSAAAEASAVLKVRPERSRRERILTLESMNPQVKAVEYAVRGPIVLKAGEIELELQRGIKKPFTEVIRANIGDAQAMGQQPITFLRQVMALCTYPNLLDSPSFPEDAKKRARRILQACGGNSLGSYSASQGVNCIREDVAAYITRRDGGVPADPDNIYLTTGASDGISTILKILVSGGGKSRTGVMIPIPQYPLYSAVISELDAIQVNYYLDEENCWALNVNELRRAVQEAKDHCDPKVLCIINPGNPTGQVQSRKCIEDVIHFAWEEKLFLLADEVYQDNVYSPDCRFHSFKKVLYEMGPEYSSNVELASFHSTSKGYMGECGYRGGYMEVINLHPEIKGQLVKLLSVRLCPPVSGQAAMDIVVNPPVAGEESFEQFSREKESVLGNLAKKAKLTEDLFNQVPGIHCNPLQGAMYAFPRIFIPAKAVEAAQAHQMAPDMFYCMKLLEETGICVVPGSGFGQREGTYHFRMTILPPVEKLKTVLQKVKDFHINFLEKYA
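Fluorescence read-out: pyruvate from GPT2 turnover coupled to pyruvate oxidase, HRP and Amplex Red (0.2mM ThPP, 0.2U/mL PO and HRP, 50uM Amplex final). Substrates 250uM a-KG, 2mM L-alanine; enzyme 10ng/uL; 30 min RT.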
FLuc inh: Firefly luciferase inhibition profiling of diverse chemical library using quantitative high-throughput screening | Potency, µM (highest dose often 115 µM), for the others: top-dose activity change, negative = inhibition, usual class: inhibitors | 76,000 compounds, 2.5% hits | purified P. pyralis luciferase, luminescence, biochemical; note: potency is the fitted concentration of half-maximal effect; nearly all actives have a fitted effect of over 65% in size
Target sequence (P08659 whole entry, looked up): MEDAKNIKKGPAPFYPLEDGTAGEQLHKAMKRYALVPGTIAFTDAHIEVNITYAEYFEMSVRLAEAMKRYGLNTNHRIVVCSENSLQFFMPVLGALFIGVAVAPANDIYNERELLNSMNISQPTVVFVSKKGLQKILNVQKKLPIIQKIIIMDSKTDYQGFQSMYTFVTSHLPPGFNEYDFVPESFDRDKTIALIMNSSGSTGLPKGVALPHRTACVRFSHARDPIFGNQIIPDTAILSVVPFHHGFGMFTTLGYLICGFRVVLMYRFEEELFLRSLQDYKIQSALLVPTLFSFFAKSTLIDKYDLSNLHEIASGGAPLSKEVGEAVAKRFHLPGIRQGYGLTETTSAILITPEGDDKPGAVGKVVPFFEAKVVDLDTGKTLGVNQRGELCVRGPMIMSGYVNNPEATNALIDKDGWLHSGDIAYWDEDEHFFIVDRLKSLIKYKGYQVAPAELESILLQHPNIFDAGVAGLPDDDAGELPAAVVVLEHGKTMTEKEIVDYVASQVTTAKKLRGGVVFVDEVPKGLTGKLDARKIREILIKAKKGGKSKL
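Cell-free enzyme assay, 10nM P. pyralis luciferase, luciferin and ATP each at 10uM. Inhibition profiled over a 6-point titration, read as luminescence.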
Active calls of the source: *; i = inactive; ? = inconclusive; · = no result given; & = joins results of further samples; ! = not confirmed by another sample; [ ] = dose if it differs, or a comment. Unless noted, calls come from the whole dose curve; as a rule, active = well fitted curve in the direction sought with a large enough effect; inconclusive = small, poorly fitted or top-dose-only effect, or another doubt; inactive = no such curve, though single readings can be large; an effect the other way counts as inactive or inconclusive. Unless noted, % is set by controls: 0 for no effect and ±100 for the full control effect. Only part of the results is shown; rates above refer to the full screens.

SMILES | IP6K1 inhibitor | HEK293 viab | NIH3T3 tox | SNCA expr inhib | HEK293 tox | GPT2 inhibitor | FLuc inh
COc1cccc(C(=O)N2CCCCCC2c2nnc(-c3ccccc3)o2)c1 (configuration not stated) | 4.0 | -17.0% | -32.1% | -15.9% | ? | i | ·
CC(=O)c1ccc(NS(=O)(=O)c2cccc(S(=O)(=O)c3ccc(Cl)cc3)c2)cc1 | -8.7 | 3.8% | · | 58.0%[activator] | · | · | ·
CN1C(=O)Cc2cc(S(=O)(=O)CCC(=O)Nc3cccc(C(F)(F)F)c3)ccc21 | 0.5 | -3.2% | · | -11.1% | · | · | ·
O=C(c1ccccn1)N1CCC(c2n[nH]c(=O)n2Cc2ccc(F)cc2)CC1 | -1.2 | 2.1% | i | 19.9% | -4.9% | -1.4% | -1.8%
CCOC(=O)C1CCN(C(=O)c2ccc3nnc(-c4cccc(C(F)(F)F)c4)n3c2)CC1 | 6.7 | -2.7% | ? | -11.6% | ? | ? | ·
COc1ccc(-c2cc3c(=O)n(CCNC(=O)c4cccc(OC)c4OC)ccn3n2)cc1 | -4.5 | -20.3% | ? | -3.5% | 35.5µM* | 2.4% | 6.31µM*
O=C(c1cccs1)N1CCC(N[C@H](c2ccccc2)C2CC(O)C2)CC1 (some centres not stated) | 16.5 | 4.3% | -3.3% | 7.9% | 3.6% | i | 7.4%
COc1cccc(Cn2c(Cc3c[nH]c4ccccc34)n[nH]c2=O)c1 | -7.4 | -9.1% | ? | 0.9% | ? | -5.0% | 4.0%
O=C(O)[C@H](CC(=O)N1C[C@H]2CCCC[C@H]2C1)Cc1ccccc1 | 16.2 | -34.7% | · | · | · | i | ·
Cc1nnc2ccc(N3CCC(NC(=O)Nc4ccc(Cl)cc4)C3)nn12 (configuration not stated) | 14.9 | · | -23.8% | · | ? | · | ·
CC(=O)NCC(=O)N1Cc2ccccc2CC2(CCCN2CC2CCNCC2)C1 (configuration not stated) | -6.9 | 3.6% | i | 9.5% | -1.1% | -13.9% | ·
COc1cccc(CCNC(=O)C2(c3ccc(Cl)cc3)CCOCC2)c1 | 22.3 | · | ? | · | ? | · | ·
Cc1ccc(-c2nn(-c3ccc(F)cc3F)c3c2cnc2c(F)cccc23)cc1 | 6.5 | -6.8% | · | 2.1% | · | · | ·
CN1CCC(Cc2ccc(C(=O)NCC3CCCCC3)cc2)CC1 | -13.8 | -12.2% | 39.8µM* | 156.9%[activator] | ? | -3.9% | ?
O=C(N[C@H]1[C@H]2CCO[C@H]2[C@@H]1N1CCCCC1)c1ccccc1-c1nn[nH]n1 | 0.2 | 0.5% | i | -3.2% | 2.0% | 0.9% | -0.7%

Structures shown so far that contain a CF3 group (2):
SMILES | IP6K1 inhibitor | HEK293 viab | NIH3T3 tox | SNCA expr inhib | HEK293 tox | GPT2 inhibitor | FLuc inh
CN1C(=O)Cc2cc(S(=O)(=O)CCC(=O)Nc3cccc(C(F)(F)F)c3)ccc21 | 0.5 | -3.2% | · | -11.1% | · | · | ·
CCOC(=O)C1CCN(C(=O)c2ccc3nnc(-c4cccc(C(F)(F)F)c4)n3c2)CC1 | 6.7 | -2.7% | ? | -11.6% | ? | ? | ·

(further entries)
SMILES | IP6K1 inhibitor | HEK293 viab | NIH3T3 tox | SNCA expr inhib | HEK293 tox | GPT2 inhibitor | FLuc inh
CCC(=O)N1C[C@@H]2CCCN3CCC[C@@H]([C@H]23)[C@H]1CCCC(=O)NCC1CC1 | -4.2 | 2.9% | -1.7% | 1.4% | 1.3% | i | -9.1%
CCC1c2nccn2CCCN1C(=O)COc1ccc(F)cc1 (configuration not stated) | 3.7 | -8.4% | -6.1% | -16.5% | 4.7% | i | -7.4%
O=C(Cc1ccc(N(Cc2ccccc2)C(=O)c2ccco2)cc1)NCc1ccco1 | -9.8 | 1.3% | ? | -13.5% | ? | 0.8% | 4.1%
COCC(=O)N1C[C@@H](COc2cccnc2)[C@H](c2ccccn2)C1 | 28.3 | 0.6% | -8.4% | -6.5% | -1.3% | i | -0.3%
O=C(Cn1nc2c(cc1=O)CCCCC2)NCCc1ccccn1 | 24.3 | -8.0% | i | -20.7% | 7.0% | -1.3% | -6.4%
COc1ccc(-n2nc(C3CCN(Cc4ccc(C)cc4)CC3)[nH]c2=O)cc1 | 4.6&17.9 | -11.6%&1.4% | ? | -6.6%&-15.3% | 39.8µM*! | -9.3% | 3.2%&2.7%
CC(C)c1ccc2c(c1)NC(c1ccncc1)=NC(c1cccs1)=N2 | 23.4 | -29.4% | · | 85.9%[activator] | · | · | ·
C[C@@H]1CN(C[C@@H]2CN(C(=O)C3CCC3)C[C@@H]2CO)C[C@H](C)O1 | -5.5 | -3.8% | -7.3% | -1.3% | 0.3% | 1.2% | 7.9%
COc1ccc(-c2nc3sc(CCNC(=O)C(=O)Nc4cc(F)ccc4F)c(C)n3n2)cc1 | 6.4 | 8.6% | · | 13.3% | · | · | ·
O=C1CC(c2ccccc2)N(C(=O)NC2CCCCC2)CCCCCN1 (configuration not stated) | -1.4 | -8.3% | -13.4% | -0.4% | -5.3% | -12.4% | -2.6%
Cc1nc(C)c(C(=O)N2CCC(N3C(=O)C4(CCCC4)C3c3ccccc3)CC2)s1 (configuration not stated) | 19.4 | 9.5%[12.5 µM] | ? | 35.7%[activator] | ? | i | 4.5%
CCc1ccc(NC(=O)CC2C(=O)N(c3ccc(OC)cc3)C(=O)N2Cc2ccc(OC)cc2)cc1 (configuration not stated) | 4.3 | 7.2% | · | 0.8% | · | · | ·
N#Cc1ccc(C(=O)N2C[C@@H]3C[C@H](C2)c2ccc(-c4cc5ccccc5s4)c(=O)n2C3)cc1 | -8.9 | 3.7% | -9.1% | 0.6% | i | -3.7% | -2.5%
C[C@@H]1O[C@@H](OC[C@H]2O[C@@H](OCCc3ccccc3)[C@H](O)[C@@H](O)[C@@H]2O)[C@H](O)[C@H](O)[C@H]1O | 29.0 | 3.3%[23.9 µM] | · | · | · | i | ·
CCOC(=O)c1ccc(NC(=O)CCc2c(C)nc3c(c(C)nn3C(C)(C)C)c2C)cc1 | -3.1 | -7.9% | · | ? | · | · | ·
CC(C)NC(=O)CC1=C2CCCCC2N(C)C1=O (configuration not stated) | 15.7 | -2.7% | 4.2% | -0.5% | 3.7% | -4.5% | 1.2%
Cc1ccc2nc(-c3ccc(F)cc3)c(CN3CCCC(C(N)=O)C3)cc2c1 (configuration not stated) | 5.8 | ? | ? | 10.0% | ? | 0.9% | ?
COc1ccc(C(=O)N2CCN3C(=O)N(Cc4ccccc4)C[C@H]3C2)cc1 | 0.9 | -12.1%[87.6 µM] | -11.3%[138 µM] | 1.8%[87.6 µM] | -20.1%[172 µM] | -2.5%[88.5 µM] | -5.0%[172 µM]
CCOC(=O)c1cc2c(=O)n3ccccc3nc2n(Cc2ccco2)c1=NC(=O)c1cccc(C)c1 | -35.6* | ? | · | -24.0% | · | · | ·
Cc1cc(C)c(NC(=O)CN2C(=O)c3cccnc3Sc3ccccc32)c(C)c1 | 0.7 | 8.6% | · | -18.3% | · | · | ·
Cc1noc(C)c1[S+](=O)([O-])N1CCC2(CC1)C(=O)NN=C2c1ccccn1 | -1.0 | ? | -15.4% | ? | ? | ? | -4.4%
Cc1ccc(Cl)cc1NC(=O)CC1Sc2ccccc2NC1=O (configuration not stated) | 8.4 | -5.3% | · | ? | · | · | ·
CN(C)C[C@@H]1CN(S(C)(=O)=O)C[C@H]1NC(=O)c1cccc2[nH]ccc12 | 26.1 | 5.3% | -17.6% | 8.9% | -18.5% | -10.7% | 3.7%
CC(=O)OCCC(C)CCC1C(C)(O)CCC2C(C)(C)CCCC21C (configuration not stated) | 7.2 | -18.7% | · | · | · | i | ·
O=C(c1cn2cc(-c3cccc(C(F)(F)F)c3)sc2n1)N1CCOCC1 | 9.4 | 8.0% | -6.4% | 22.1% | -13.6% | i | ·
COc1ccc2c(c1)c(CN1CCC3(CC1)CC(O)CCO3)cn2C (configuration not stated) | -17.3 | -1.4%[12.5 µM] | -7.5% | 0.4% | 2.4% | 2.8% | -3.4%
Cn1cc(-c2cccc(O)c2)c2nc(COc3ccc(Cl)cc3)cn2c1=O | -6.2 | ? | ? | ? | 31.6µM* | -0.9%[88.5 µM] | -7.5%[172 µM]
C[S+](=O)([O-])c1ccc(-c2cc(C(=O)N3CCC(C#N)CC3)nn3cccc23)cc1 | 4.7 | -3.0% | -15.7% | 5.2% | ? | -1.9% | ·
COc1ccccc1N1CCN(CC(O)COc2cccc3ccccc23)CC1 (configuration not stated) | -11.7 | 0.6% | · | -9.2% | · | ? | ·
C[C@@H]1CN(C(=O)c2ccc3c(c2)N(C)C(=O)CO3)C[C@@]1(O)C1CCC1 | 1.9 | -19.8% | -11.8% | 2.0% | -3.5% | i | 2.1%

Filtered by structure: the entries above with a thiophene ring, fused or not
SMILES | IP6K1 inhibitor | HEK293 viab | NIH3T3 tox | SNCA expr inhib | HEK293 tox | GPT2 inhibitor | FLuc inh
O=C(c1cccs1)N1CCC(N[C@H](c2ccccc2)C2CC(O)C2)CC1 (some centres not stated) | 16.5 | 4.3% | -3.3% | 7.9% | 3.6% | i | 7.4%
CC(C)c1ccc2c(c1)NC(c1ccncc1)=NC(c1cccs1)=N2 | 23.4 | -29.4% | · | 85.9%[activator] | · | · | ·
N#Cc1ccc(C(=O)N2C[C@@H]3C[C@H](C2)c2ccc(-c4cc5ccccc5s4)c(=O)n2C3)cc1 | -8.9 | 3.7% | -9.1% | 0.6% | i | -3.7% | -2.5%

The listing continues:
SMILES | IP6K1 inhibitor | HEK293 viab | NIH3T3 tox | SNCA expr inhib | HEK293 tox | GPT2 inhibitor | FLuc inh
CC(=O)N1CCCC(c2nn(C)c(=O)n2C2CCCC2)C1 (configuration not stated) | 1.3 | 12.8% | 3.3% | -8.6% | 7.4% | i | -4.7%
CNC(=O)c1cc(C2CC2)nc2onc(C3CCN(C(=O)Nc4ccc(Cl)cc4)CC3)c12 | 15.1 | · | ? | · | ? | · | ·
Cc1ccc2nc(NC(=O)CSc3nccn3-c3ccc(Cl)cc3)sc2c1 | 2.9 | -2.6% | · | -1.8% | · | · | ·
O=C(C1CC1)N1CCCN(Cc2ccc3c(c2)OCO3)c2ccccc21 | -11.3 | -18.9% | ? | -5.9% | ? | i | 0.2%
CCN(CC)c1ccc(NS(=O)(=O)c2ccc(-c3coc(C)n3)cc2)c(C)c1 | -11.8 | -1.8% | · | 10.6% | · | · | ·
CNC(=O)N1CCCCCCNC(=O)[C@@H]2C[C@@H](c3nc(-c4cccnc4)no3)C[C@@H]21 | 5.0 | -17.3% | -4.6% | -9.0% | i | i | 3.6%

Screens (PubChem)
